# Screening results from PubChem.
# HT1080-NT tox: kills 2HG-producing HT-1080-NT fibrosarcoma cells. HT-1080-NT fibrosarcoma viability, CellTiter-Glo ATP luminescence, 48 h. Potency, µM (highest dose often 46.1 µM), for inactives: at the top dose activity, negative = less viability, most hits filed as cytotoxic. hit rate 1.6% among 360,000. AID 686970;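 also: NT is the 2HG producing partner of a matched IDH1 knockdown line; potency is read from the fitted curve at half-maximal effect; 0% = DMSO-treated cells and -100% = media-only wells without cells; nearly all actives have a fitted effect of over 55% in size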
#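 Read-out is CellTiter-Glo luminescence after 10 minutes at room temperature, following 48 hours' compound treatment of HT-1080-NT cells (750 cells/well, RPMI, 5% FBS, 37 degrees C).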
# HT1080 IDH1KD tx: kills HT-1080 cells with IDH1 knockdown; Potency, µM (titrated, usually from 46.1 µM), without a hit: at the top dose activity, negative = toxicity, most hits filed as cytotoxic; HT-1080 IDH1 knockdown viability, ATP luminescence, 48 h; hit rate 2% among 360,000;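 also: potency is read from the fitted curve at half-maximal effect; 0% = DMSO wells and -100% = cell-free medium wells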
#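 Using the IDH1-knockdown HT-1080 line run in the same batch and compound series as the NT line, viability after 48 h at 37 °C was determined by CellTiter-Glo luminescence and expressed as % activity.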
# ATXN2 expr inh: inhibitors of ATXN2 expression; HEK-293 ATXN2-luciferase reporter, luminescence, 24 h; Potency, µM (doses to about 57 µM), for inactives: at the highest dose activity change, negative = inhibition, most hits filed as inhibitors; hit rate 0.72% among 360,000; AID 1745845; also: potency is read from the fitted curve at half-maximal effect; % is scaled to controls: 0 for no effect and ±100 for the full control effect; nearly all actives have a fitted effect of over 55% in size
#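 ATXN2-luciferase reporter cells (luciferase flanked by upstream and downstream ATXN2 gene portions) were treated 24 h at 37 °C with compounds at up to 57 uM. SteadyGlo luminescence gave expression; GF-AFC fluorescence gave viability.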
# SW480 rereplic: DNA re-replication induction in SW480 cells; SW480 DNA re-replication, Hoechst DNA content imaging, 48 h; Potency, µM (doses to about 46.1 µM), without a hit: at the highest dose re-replication activation, most hits filed as activators; hit rate 1.8% among 340,000; also: potency is read from the fitted curve at half-maximal effect; % of control where 0% means no effect; nearly all actives have a fitted effect of over 55% in size
#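 SW480 cells exposed to compounds for 48 hr at 37 C, 5% CO2, then Hoechst-stained 40 min. Nuclear DNA content imaged by fluorescence scanning (405 nm excitation, 500-530 nm emission); re-replication scored as increased high-intensity nuclei.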
# MCF10A rerep: induces DNA re-replication in MCF 10a normal breast cells; MCF 10A DNA re-replication, Hoechst nuclear intensity, 48 h; Potency, µM (top dose mostly 46.1 µM), for the others: at the highest dose activity, positive = re-replication, most hits filed as activators; hit rate 2.9% among 350,000; AID 624296; also: potency is read from the fitted curve at half-maximal effect; % of control where 0% means no effect; nearly all actives have a fitted effect of over 50% in size
# KB-V1 MDR tox: KB-V1 MDR subline cytotoxicity; KB-V1 MDR cells viability, CellTiter-Glo, 72 h; Potency, µM (titrated, usually from 46.1 µM), without a hit: top-dose activity change, negative = cytotoxicity, most hits filed as cytotoxic; hit rate 3.4% among 400,000; also: potency is read from the fitted curve at half-maximal effect; % is scaled to controls: 0 for no effect and ±100 for the full control effect; nearly all actives have a fitted effect of over 60% in size
#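 KB-V1, DMEM (no phenol red) + 10% FBS; cpd pin-transferred, titration series; 72 h, 37 degrees C; CellTiter-Glo, luminescence. Data normalized, curve-fit.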
# IL-1B inflam inh: inhibitors of inflammasome signaling (IL-1 beta secretion); AID 743279; activity change, % at 57.5 µM; THP-1 LPS/ATP IL-1B secretion, AlphaLISA, 16 h; hits give low values; hit rate 4.7% among 360,000; in the data active = activity change below about -50%; inconclusive = mostly about -30% to -49%; also: % is scaled to controls: 0 for no effect and ±100 for the full control effect
#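 Secreted IL-1B measured by AlphaLISA bead assay after 16 h compound exposure of THP-1 cells; compounds (final up to 57.5 uM) added 1 h before LPS (250 ng/mL) and ATP (1.25 mM) stimulation; lower signal means less secretion.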
# S2 tox: reduces viability in counter-screen for ATXN expression inhibitors; hit rate 0.49% among 400,000; S2 cells (HEK-293 line with an ATXN2-luciferase reporter) viability, CellTiter-Fluor protease fluorescence, 24 h; Potency, µM (highest dose often 56.7 µM), most hits filed as cytotoxic; also: potency is read from the fitted curve at half-maximal effect; nearly all actives have a fitted effect of over 40% in size
# KB-3-1 cytotox: kills parental KB-3-1 adenocarcinoma cells; KB-3-1 viability, CellTiter-Glo ATP luminescence, 72 h; Potency, µM (highest dose often 46.1 µM), without a hit: at the highest dose activity change, negative = cytotoxic, hits mostly cytotoxic; hit rate 1.4% among 400,000; AID 1347075; also: potency is read from the fitted curve at half-maximal effect; % is scaled to controls: 0 for no effect and ±100 for the full control effect; nearly all actives have a fitted effect of over 60% in size
#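 KB-3-1 cells, DMEM (no phenol red) + 10% FBS; compound by pin transfer, 72 h, 37 °C. Readout: CellTiter-Glo luminescence after 10 min. Data normalized, curve-fitted.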
# An asterisk follows results filed as active; i = inactive; ? = inconclusive; · = no result given; & = joins results of further samples; [ ] = dose if it differs, or a comment. Unless noted, calls follow the shape of the dose curve; as a rule, active = well fitted curve in the direction sought with a large enough effect; inconclusive = small, poorly fitted or top-dose-only effect, or another doubt; inactive = no such curve, though single readings can be large; an effect the other way counts as inactive or inconclusive.
SMILES,HT1080-NT tox,HT1080 IDH1KD tx,ATXN2 expr inh,SW480 rereplic,MCF10A rerep,KB-V1 MDR tox,IL-1B inflam inh,S2 tox,KB-3-1 cytotox
COC(=O)c1cc2n(n1)CCN(Cc1ccc(OC)cc1)C2=O,14%,9%,-8%,9%,-10%,9%,30,i,10%
Cc1ccc(CNC(=O)CC2Sc3ccccc3NC2=O)cc1 (stereo unspecified),5%,-2%,·,-4%,-14%,?,0,i,2%
NC(=O)Cn1nnc(-c2ccc(CN3CCCCC3)cc2)n1,5%,1%,-21%,-20%,-3%,15%,6,i,4%
O=C1CSC(c2ccc3c(c2)OCO3)N1c1ccc(Oc2ccccc2)cc1 (stereo unspecified),-7%,-6%,·,6%,6%,?,?,·,-15%
Cc1nc2ccc(NS(=O)(=O)c3ccc(F)cc3)cc2s1,-14%,-18%,-16%,13%,-39%[inhibitor],?,20,i,-22%
Cc1cc(-c2ccccc2)c2c(n1)sc1c(O)cc(=O)[nH]c12,0%,6%,9%,0%,-1%,-5%,13,i,8%
O=C(c1ccc(-n2cncn2)c([N+](=O)[O-])c1)N1CCN(S(=O)(=O)c2ccc(Cl)cc2)CC1,-1%,-5%,1%,-1%,17%,-21%,0,i,8%
O=C(Nc1cc2c3c(c1)C1CCCC1CN3CC1CCCC21)c1ccc([N+](=O)[O-])cc1 (stereo unspecified),2%,-3%,-19%,-5%,6%,?,0,i,-10%
C/C(=N/NC(=O)c1cccs1)c1c(C)[nH]n(-c2nc3ccccc3s2)c1=O,2.3µM*,2.6µM*,?,?,12%,-16%,-2,i,?
CCOc1cc(C(=O)Nc2ccc3oc(-c4ccc(F)cc4Cl)nc3c2)cc(OCC)c1OCC,·,·,18%,·,·,-9%,·,i,-17%
Cc1ccc(S(=O)(=O)N2CCCC2C(=O)Nc2nc3c(s2)CCCC3)cc1 (stereo unspecified),-1%,-23%,-16%,7%,18%,0%,-4,i,?
CCc1nc2c(OCc3ccccc3)cccn2c1N(C)C(=O)Nc1ccccc1OC,24%,12%,4%,·,·,5%,-4,i,0%
CC(/C=C/c1ccccc1)=N\NC(=O)C1CC1(C)c1ccccc1 (stereo unspecified),-8%,0%,-7%,19%,?,1%,-23,i,8%
Cc1ccc(C)c(N2CCN(C(=O)CCS(=O)(=O)c3ccc4c(c3)NC(=O)CO4)CC2)c1,1%,-4%,?,-30%,7%,-8%,3,?,-26%
C=CCSc1nnc(NC(=O)CSc2ccccn2)s1,28%,8%,1%,-3%,1%,11%,6,i,0%
CN(Cc1ccccc1)C(=O)C(=O)c1c[nH]c2ccccc12,7%,6%,·,·,·,1%,-11,i,5%
CCOC(=O)Cc1csc(NC(=O)CC(C)(C)C)n1,-1%,-7%,4%,-5%,18%,0%,-4,i,?
CC(C)(C)c1nnc2sc(SCCN3C(=O)c4ccccc4C3=O)nn2c1=O,-1%,2%,-14%,-5%,20%,0%,-5,i,-7%
Cc1ccc(-c2nc3cccnc3o2)cc1NC(=O)COc1ccc(Cl)cc1C,-1%,-2%,32µM*,-1%,27%,?,-1,28µM*,-14%
COCCCNC(=O)c1ccc2sc(C3=C[C@@H](O)[C@@H](O)[C@@H](CO)O3)nc2c1,?,11%,10%,·,·,6%,0,i,0%
CCOC(=O)CC1(C)Sc2ccccc2N1S(=O)(=O)c1ccc(C)cc1 (stereo unspecified),-29%,-21%,·,·,·,?,-1,·,?
COc1cc(C#Cc2c(-c3cncn3C)n(C)c3ccc(-c4cc(OC)c(OC)c(OC)c4)cc23)cc(OC)c1,?,?,?,?,0%,?,-76*,i,12µM*
COc1ccc(C(=O)NC(=S)NCc2cccnc2)cc1OC,-7%,-14%,-11%,-16%,14%,-25%,11,i,3%
Cc1cccc(N(CC(=O)NC2CCCC2)C(=O)c2cc3cc4cccc(C)c4nc3s2)c1C,6%,-8%,-18%,·,·,?,?,i,-7%
OC1(c2cccs2)CN(c2ccc(Cl)cc2)C2=[N+]1CCCC2 (stereo unspecified),-9%,-21%,-38%,-2%,11%,-14%,-5,i,2%
CN(C(=O)c1ccc(COc2ccccc2Br)o1)c1ccccc1,-3%,-1%,4%,-15%,-2%,19%,0,i,4%
CCCCN1C(=O)C(O)(CC(=O)c2c(C)coc2C)c2ccccc21 (stereo unspecified),6%,1%,·,-49%[inhibitor],12%,7%,2,i,-7%
O=C(CSc1nnc(COc2ccccc2)o1)Nc1ccc(F)cc1,0%,2%,-8%,1%,-2%,6%,9,i,8%
Cc1ccccc1N(CC(=O)Nc1ccccc1C(=O)NCc1ccco1)S(=O)(=O)c1ccccc1,?,21µM*,-15%,?,?,0%,-3,i,23µM*
CC(C)(C)C(=O)Nc1ccccc1C(=O)Nc1cccnc1,8%,10%,-6%,-8%,1%,9%,15,i,17%
COc1ccc2c(c1OC)C(=O)N1C2SC(C)(C)[C@H]1C(=O)NC(C)C (stereo partly specified),-5%,-5%,-4%,-22%,2%,-22%,-11,i,-22%
O=C1N[C@@H](c2ccccc2)COC(=O)[C@H](Cc2ccc(F)cc2)C/C=C\C[C@@H]1CC(=O)N(CCO)Cc1ccccc1,?,?,?,-12%,?,-22%,-68*,?,0%
COCCCn1c(SCC(=O)Nc2ccc(NC(C)=O)cc2)nc2sc3c(c2c1=O)CCC3,-1%,-9%,-16%,3%,16%,3%,-3,i,-17%
O=C(O)CCSc1ccc2ccccc2n1,7%&8%,1%&12%,-10%&-19%,-4%&-9%,-45%&5%[inhibitor],18%&14%,0&24,i,8%&-4%
COc1ccc(CNC(=O)COc2ccc(Br)c(C)c2)cc1,7%,-1%,-1%,14%,4%,0%,0,i,8%
CCOC(=O)c1sc(Nc2cccc(Cl)c2)nc1C,-27%,?,18%,-82%[inhibitor],0%,-29%,-87*,i,-3%
COC(=O)c1ccc(C(=O)OC)c(NC(=O)CN2CCN(c3ccccc3)CC2)c1,16%,4%,-14%,?,?,?,29,?,0%
COc1ccc(C(OC(=O)c2ccco2)C(=O)NC2CCCCC2)cc1OC (stereo unspecified),-1%,-2%,-18%,0%,1%,4%,-22,i,-2%
COC(CN(C)S(=O)(=O)c1cc2c3c(c1)CCN3C(=O)CC2)OC,0%,-3%,4%,16%,1%,18%,1,i,-2%
NC(=O)OCC(COC(N)=O)c1ccccc1,-4%&21%,3%&11%,0%&-1%&10%&-1%,20%,11%,9%&6%,-9&19,i,-2%&0%
O=C(COC(=O)CNS(=O)(=O)c1ccccc1)Nc1ccc(Cl)cn1,15%,15%,2%,6%,-4%,15%,19,i,-3%
COc1cccc(CN2CC(C(=O)NCCc3ccccc3C(F)(F)F)CCC2=O)c1 (stereo unspecified),1%,0%,6%,0%,5%,-13%,4,i,-2%
Cc1nn(CCCC(=O)NCc2ccccc2)c(=O)c2nn(-c3ccccc3)c(C)c12,1%,-8%,-14%,-18%,-2%,-8%&0%,?,i,1%&-23%
COc1ccc(C(=O)Cc2ccc3c(c2)OCO3)c(O)c1,-22%,-18%,-2%,-2%,-1%,-1%,0,?,0%
O=C1OCC(CO)(CO)N=C1NNc1ccc(Cl)c(Cl)c1,?,2%,20%,1%,8%,2%,-12,i,0%
O=C1CSc2ccc(S(=O)(=O)N3CCN(c4ccccc4F)CC3)cc2N1,?,?,·,-3%,1%,-10%,-8,i,-28%
Cc1ccc(C)c(N(CC(=O)NC2CCCC2)C(=O)CCCC(=O)Nc2ccccn2)c1,10%,16%,0%,2%,-5%,-26%,10,i,1%
COc1ccc(C2COC(=O)C2=N)c(NC(=O)c2ccc(Cl)cc2)c1 (stereo unspecified),17%,17%,6%,-7%,4%,-21%,5,i,8%
Cc1ccc(N(CC(=O)NC2CCC(C)CC2)S(=O)(=O)c2cccnc2)cc1 (stereo unspecified),-5%,-2%,-4%,-1%,0%,0%,-12,i,-6%

# Record cards, as listed above. Values in the order: HT1080-NT tox, HT1080 IDH1KD tx, ATXN2 expr inh, SW480 rereplic, MCF10A rerep, KB-V1 MDR tox, IL-1B inflam inh, S2 tox, KB-3-1 cytotox
# O=C1OCC(CO)(CO)N=C1NNc1ccc(Cl)c(Cl)c1 is entered as ?, 2%, 20%, 1%, 8%, 2%, -12, i, 0%
# COc1cccc(CN2CC(C(=O)NCCc3ccccc3C(F)(F)F)CCC2=O)c1 (stereo unspecified) is entered as 1%, 0%, 6%, 0%, 5%, -13%, 4, i, -2%

# Gathered by group: the compounds so far with a Cl atom
SMILES,HT1080-NT tox,HT1080 IDH1KD tx,ATXN2 expr inh,SW480 rereplic,MCF10A rerep,KB-V1 MDR tox,IL-1B inflam inh,S2 tox,KB-3-1 cytotox
O=C(c1ccc(-n2cncn2)c([N+](=O)[O-])c1)N1CCN(S(=O)(=O)c2ccc(Cl)cc2)CC1,-1%,-5%,1%,-1%,17%,-21%,0,i,8%
CCOc1cc(C(=O)Nc2ccc3oc(-c4ccc(F)cc4Cl)nc3c2)cc(OCC)c1OCC,·,·,18%,·,·,-9%,·,i,-17%
Cc1ccc(-c2nc3cccnc3o2)cc1NC(=O)COc1ccc(Cl)cc1C,-1%,-2%,32µM*,-1%,27%,?,-1,28µM*,-14%
OC1(c2cccs2)CN(c2ccc(Cl)cc2)C2=[N+]1CCCC2 (stereo unspecified),-9%,-21%,-38%,-2%,11%,-14%,-5,i,2%
CCOC(=O)c1sc(Nc2cccc(Cl)c2)nc1C,-27%,?,18%,-82%[inhibitor],0%,-29%,-87*,i,-3%
O=C(COC(=O)CNS(=O)(=O)c1ccccc1)Nc1ccc(Cl)cn1,15%,15%,2%,6%,-4%,15%,19,i,-3%
O=C1OCC(CO)(CO)N=C1NNc1ccc(Cl)c(Cl)c1,?,2%,20%,1%,8%,2%,-12,i,0%
COc1ccc(C2COC(=O)C2=N)c(NC(=O)c2ccc(Cl)cc2)c1 (stereo unspecified),17%,17%,6%,-7%,4%,-21%,5,i,8%
